Screening results: PubChem, several laboratories
KLF5 inh = KLF5 expression inhibitors, primary screen, DLD-1 cells, luminescence | inhibition, % at 5 µM | 290,000 compounds, 0.23% hits | DLD-1 KLF5 promoter-luciferase reporter | AID 1700, 2009;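 active = inhibition above a per-plate limit of that plate's mean compound inhibition plus 3 SD, cut at about 60% in these data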;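 also: 0% = DMSO wells and 100% = LY294002 at 200 µM; higher means less KLF5 promoter-driven luciferase light; inactives centre near -14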
IEC-6 cytotox = cytotoxicity in IEC-6 intestinal epithelial cells, primary screen, cytotoxicity control for KLF5 inhibitor project, cell-based, luminescence | inhibition, % at 5 µM | IEC-6 cytotoxicity, luminescence viability | 290,000 compounds, 0.78% hits | AID 1825, 2009; in the data active = inhibition above about 22%;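 also: 0% = plate median of test compound wells and 100% = cytotoxic reference compound wells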
AI-2 QS mod = Vibrio harveyi AI-2 quorum sensing modulators, primary screen, JMH597 strain, luminescence/OD600 ratio. Vibrio harveyi JMH597 AI-2 luminescence/OD600 ratio, 9 h; active compounds read low; strain lacks LuxN and CqsS sensors; 0 = neutral-control median. AID 2094, 2009. 300,000 compounds, 0.4% hits. activity change, % at 7.5 µM; in the data active = activity change below about -75%, passing the limit was not always enough; inconclusive = no clear call, values can overlap the other calls;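 also: luminescence divided by OD600 gain over 9 h not by final OD600 alone; inactives centre near 13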
HSF1 inhib = HSF1 inhibitors in luciferase reporter cells, primary screen, cell-based, NIH3T3, luminescence; activity change, negative = inhibition, % at 7.5 µM (by protocol); NIH3T3-HGL HSE-luciferase, MG132-induced, luminescence 8 h; active compounds read low; 300,000 compounds, 0.77% hits;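 active = more than half of replicate wells show activity change below -50%, luminescence cut by over half; inconclusive = some wells, but at most half, below -50%; inactive = no replicate well below -50%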;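 also: luciferase reports HSF-1 transcriptional activity via heat shock element; 0% = median of DMSO wells and -100% = zero luminescence signal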
GSK3 alpha inh = blockers of GSK3A enzyme activity – biochemical, luminescence, cell-free homogeneous, HTS, primary screen; inhibition, % at 10 µM; 320,000 compounds, 0.1% hits; GSK-3 alpha kinase, ADP-Glo luminescence, 60 min; AID 2650, 2010;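 in the data active = inhibition above about 50%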;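 also: GST-tagged GSK-3 alpha with peptide substrate and 25 µM ATP; 0% = DMSO neutral wells and 100% = GW8510 positive control wells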
Target sequence (P49840 whole entry, looked up): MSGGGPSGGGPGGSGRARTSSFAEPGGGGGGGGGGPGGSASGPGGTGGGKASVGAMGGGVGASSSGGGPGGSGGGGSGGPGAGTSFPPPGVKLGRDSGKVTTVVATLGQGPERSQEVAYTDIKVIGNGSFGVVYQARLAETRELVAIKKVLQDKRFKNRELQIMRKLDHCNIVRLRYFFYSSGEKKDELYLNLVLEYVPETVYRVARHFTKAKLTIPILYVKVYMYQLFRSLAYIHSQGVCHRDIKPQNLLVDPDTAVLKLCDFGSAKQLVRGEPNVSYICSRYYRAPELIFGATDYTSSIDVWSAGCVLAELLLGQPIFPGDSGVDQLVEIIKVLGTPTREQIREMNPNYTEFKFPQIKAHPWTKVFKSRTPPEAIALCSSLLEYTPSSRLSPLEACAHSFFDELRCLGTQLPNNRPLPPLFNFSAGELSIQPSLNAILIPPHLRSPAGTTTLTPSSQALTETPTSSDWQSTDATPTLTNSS
aSyn UTR inh = MLPCN primary screen, SNCA 5' untranslated region; alpha-synuclein 5'UTR reporter, inhibitor activity; inhibition, % (tested at 7.5 µM); 300,000 compounds, 0.82% hits; in the data active = inhibition above about 60%; inconclusive = no clear call, values can overlap the other calls;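 also: H4 neuroglioblastoma cells stably carrying SNCA 5'UTR luciferase fusion; 0% = DMSO wells and 100% = positive control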
HSP90 inh = HSP90 inhibitors, primary screen, cell lysate, luminescence | 290,000 compounds, 0.91% hits | AID 1789, 2009 | inhibition, % at 5.6 µM | Rabbit reticulocyte lysate, luciferase refolding luminescence, 3 h | Heat shock protein HSP 90 (rabbit reticulocyte lysate; luciferase refolding);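 active = inhibition above the screen-wide mean plus 3 SD, computed separately per campaign, cut at about 16% in these data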;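 also: 0% = DMSO wells and 100% = 60 µM geldanamycin wells; inhibitors lower the luminescence because luciferase stays unfolded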
GSK3B inh = human GSK3beta kinase inhibitors, primary screen, biochemical, cell-free homogeneous, HTS; Glycogen synthase kinase-3 beta (Homo sapiens), P49841; GST-GSK3beta kinase, ADP-Glo luminescence, 60 min; active compounds read low; activity score (negative = inhibition), % at 10 µM; 300,000 compounds, 0.038% hits;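 active = more than half of replicate wells score below -50%, meaning over 50% inhibition versus plate controls; inconclusive = some replicates but at most half score below -50%; inactive = no replicate scores below -50%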;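 also: 0% = median DMSO wells and -100% = median GW8510 positive control wells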
Target sequence (P49841 whole entry, looked up): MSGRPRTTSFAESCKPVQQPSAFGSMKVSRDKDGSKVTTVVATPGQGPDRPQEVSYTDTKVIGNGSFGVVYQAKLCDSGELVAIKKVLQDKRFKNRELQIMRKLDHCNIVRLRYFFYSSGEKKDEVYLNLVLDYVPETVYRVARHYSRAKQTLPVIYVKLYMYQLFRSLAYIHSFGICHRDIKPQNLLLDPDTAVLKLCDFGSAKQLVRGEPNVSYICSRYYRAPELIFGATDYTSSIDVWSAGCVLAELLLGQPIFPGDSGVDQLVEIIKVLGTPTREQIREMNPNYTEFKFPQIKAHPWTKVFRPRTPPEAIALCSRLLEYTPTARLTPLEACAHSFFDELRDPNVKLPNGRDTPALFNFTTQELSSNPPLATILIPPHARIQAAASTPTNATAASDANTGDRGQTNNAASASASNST
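Test system – GST-tagged human GSK3beta kinase, cell-free · Incubation – 60 min enzyme reaction, room temperature · Signal – ADP-Glo luminescence · Also added – peptide substrate and ATP at 25 µM · Controls – DMSO neutral wells and GW8510 at 20 µM as positive · Buffer or medium – Tris/MgCl2 kinase buffer · Measure – Luminescence-derived activity versus plate DMSO and GW8510 wells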
HIF act = HIF pathway transcriptional activators, primary screen, cell-based, U2OS HRE-luciferase, luminescence. U2OS HRE-luciferase reporter; normalized: DMSO 0%, desferrioxamine 100%. activation, % at 7.5 µM (by protocol). 300,000 compounds, 0.32% hits. AID 1910, 2009;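 active = mean activation of at least 10% of the iron chelator positive control signal, with at least half of replicates also reaching 10%; inconclusive = mean and replicate majority disagree about reaching 10%; inactive = mean and most replicates under 10%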
HSF1 activator = HSF-1 activators, primary screen, NIH3T3-HGL cells, MG132 stress, luminescence, single point; NIH3T3-HGL HSF-1 luciferase reporter, 8 h; 100% = twice DMSO control signal; activation, % at 9 µM; 300,000 compounds, 1.7% hits;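 active = mean replicate activation of at least 50% with a set share of replicates each reaching 50%; inconclusive = only one of those two conditions met; inactive = mean below 50% and too few replicates reaching it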;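 also: 0% = median of the neutral control wells and 100% = twice that signal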
Numbers without * were called inactive; ? = inconclusive; · = no result given. No enrichment for hits; about 4.7% have a hit in one of these screens.

SMILES	KLF5 inh	IEC-6 cytotox	AI-2 QS mod	HSF1 inhib	GSK3 alpha inh	aSyn UTR inh	HSP90 inh	GSK3B inh	HIF act	HSF1 activator
COc1ccc(CN2CCN(C(=O)c3cccnc3)CC2)cc1Br	-32	5	24	-3	-2	12	1	4	-0.2	-9
COC(=O)CCC(=O)NNC(=O)Cc1ccccc1	-13	7	17	1	1	-9	-2	1	0.1	-1
COC(=O)c1c(-c2cc(C)ccc2C)csc1NC(=O)C1CC=CCC1C(=O)O (stereo unspecified)	-10	-6	25	-5	-8	-6	0	-1	-1.1	3
COc1ccc(C2NC(=O)CCC2[N+](=O)[O-])c(OC)c1OC (stereo unspecified)	-40	-5	17	12	-1	16	-2	-6	-0.5	-1
CC(=C/C(=O)O)/C=C/c1ccco1	-5	-4	13	7	-1	4	-2	0	0.0	16
CN1CSC2=C(C#N)C(c3cccc(OCc4ccccc4)c3)CC(=O)N2C1 (stereo unspecified)	-5	-10	12	-3	-1	-4	-3	1	0.0	-4
N#C/C(=C\c1ccc([N+](=O)[O-])cc1)C(=O)NCCCn1ccnc1	-18	0	18	1	0	1	2	-4	0.4	-9
COc1ccc(CCNc2nc3ccccc3n3cnnc23)cc1OC	5	0	40	-3	·	11	-3	-3	0.3	3
CCc1ccccc1NC(=O)C1c2ccccc2Oc2ccccc21	-12	0	33	1	0	-3	3	2	0.1	9
COc1ccc(N2C(=O)CC(NC3CCCCNC3=O)C2=O)cc1 (stereo unspecified)	-18	-6	12	-4	-4	3	6	0	0.3	-11
CC(=O)Nc1ccc(S(=O)(=O)NCCc2ccccc2)cc1	-17	-4	18	1	-2	-12	0	-5	-0.5	-7
CCCCOc1ccc(N(CC(=O)NCc2ccco2)C(=O)CCC(=O)Nc2nccs2)cc1	-26	-3	13	3	-3	16	-1	-2	-0.5	19
Cn1c(SCC(=O)NCC2CCCO2)nnc1-c1c[nH]c2ccccc12 (stereo unspecified)	13	-4	29	3	-3	-14	-1	1	-0.1	-11
C=CCn1c(C)cc(C(=O)COc2ccc(C)nc2[N+](=O)[O-])c1C	-1	4	7	-54*	1	-3	-4	1	-0.8	-60
CC1CCCC(C)N1CC(O)COc1c(F)cc(Br)cc1F (stereo unspecified)	-39	0	15	-8	0	5	0	1	0.0	1
Cc1cccc(N=c2c([N+](=O)[O-])nn(-c3ccc(Cl)cc3)n2O)c1	-47	-2	51	5	-3	-68	0	2	0.5	-2
CC1(C)OCC(C2CC(c3ccccc3)NS(=O)(=O)O2)O1 (stereo unspecified)	-30	-6	11	-2	-2	-11	-8	-2	-0.1	0
CC(C)C(=O)Nc1cccc(-c2csc(-c3ccccc3)n2)c1	-37	5	9	35	-2	-70	-8	4	1.9	47
Cn1nnnc1SCC(=O)NC(=O)NCc1ccccc1	-29	-14	-9	-12	2	6	-2	-4	0.3	-27
O=C(CNC(=O)C(c1ccccc1)c1ccccc1)N/N=C\c1cccc(O)c1	-31	10	8	0	-8	-11	4	0	0.1	-9
Cc1ccnc(N2CCN(C(=O)CSc3nc4ccccc4nc3N3CCCCC3)CC2)c1	-20	1	26	6	-3	6	2	3	-0.4	13
Nc1c(C(=O)O)cnc2c(-c3ccc(Cl)cc3)cnn12	-102	1	21	39	34	-72	1	0	1.1	?
COc1cc(-c2nnc(COC(=O)c3cc(C)no3)o2)cc(OC)c1OC	-30	-5	-6	5	1	-4	-3	-4	0.3	16
CCN(C1CCCCC1)S(=O)(=O)CCNC(=O)c1ccccc1	·	·	12	-3	-2	16	·	0	0.4	-3
Cc1nn(-c2ccccc2)c(N)c1C1(O)C(=O)Nc2ccccc21 (stereo unspecified)	-18	0	16	-5	-1	-18	1	1	-0.1	29

The closing 7 compounds of the section before lead into the next.
SMILES	KLF5 inh	IEC-6 cytotox	AI-2 QS mod	HSF1 inhib	GSK3 alpha inh	aSyn UTR inh	HSP90 inh	GSK3B inh	HIF act	HSF1 activator
Cn1nnnc1SCC(=O)NC(=O)NCc1ccccc1	-29	-14	-9	-12	2	6	-2	-4	0.3	-27
O=C(CNC(=O)C(c1ccccc1)c1ccccc1)N/N=C\c1cccc(O)c1	-31	10	8	0	-8	-11	4	0	0.1	-9
Cc1ccnc(N2CCN(C(=O)CSc3nc4ccccc4nc3N3CCCCC3)CC2)c1	-20	1	26	6	-3	6	2	3	-0.4	13
Nc1c(C(=O)O)cnc2c(-c3ccc(Cl)cc3)cnn12	-102	1	21	39	34	-72	1	0	1.1	?
COc1cc(-c2nnc(COC(=O)c3cc(C)no3)o2)cc(OC)c1OC	-30	-5	-6	5	1	-4	-3	-4	0.3	16
CCN(C1CCCCC1)S(=O)(=O)CCNC(=O)c1ccccc1	·	·	12	-3	-2	16	·	0	0.4	-3
Cc1nn(-c2ccccc2)c(N)c1C1(O)C(=O)Nc2ccccc21 (stereo unspecified)	-18	0	16	-5	-1	-18	1	1	-0.1	29
O=C(O)C1CSC2(c3ccc(F)cc3)CCC(=O)N12 (stereo unspecified)	-31	-3	0	0	-7	31	3	2	-0.8	-3
Cc1cc(C)n(C(N)=NC(=O)c2ccc([N+](=O)[O-])cc2)n1	-94	-7	8	26	-1	-154	-2	3	2.0	43
CCc1nc(N2CCN(Cc3ccc4c(c3)OCO4)CC2)c2oc3ccccc3c2n1	-4	7	15	-4	-2	-27	4	1	1.6	17
S=C(NCCc1ccccc1)N1CCN(C23CC4CC(CC(C4)C2)C3)CC1	-42	2	18	0	0	-29	1	4	0.2	4
CC/C(=N\NC(=O)CSCc1ccccc1Cl)c1ccc2c(c1)OCCO2	0	2	14	6	0	18	4	-26	-0.4	-6
Cc1cc(NC(=O)CSCC(=O)N(C)Cc2ccc(Cl)c(Cl)c2)no1	1	-5	14	5	5	5	3	3	-0.6	1
Cc1ccc(C(CNS(=O)(=O)c2ccc(C)cc2)N2CCN(C)CC2)cc1 (stereo unspecified)	·	·	10	5	-2	-3	·	-1	-0.1	-5
CC(O)[C@H]1CNC(=O)C(=O)N1CCC12CC3CC(CC(C3)C1)C2 (stereo partly specified)	·	·	12	-2	1	-6	·	-1	0.1	-14
CC(C)CC(=O)Nc1ccc(Oc2ccc3c(c2)C(=O)NC3=O)cc1	-7	-2	5	-5	2	0	-1	-6	-1.1	-4
COc1cccc(/C=N/n2c(=S)n(C)c3ccccc32)c1OC	-17	-6	21	11	0	-6	-4	-2	0.5	17
COCCNC(=O)c1cc(-c2ccccc2)n(CC2CC(c3ccc(OC)cc3)=NO2)n1 (stereo unspecified)	·	·	27	8	3	18	·	2	0.2	27
Cc1oc(-c2nc3ccccc3n2C)cc1C(=O)c1ccccc1	-93	5	57	-3	5	51	17*	-4	0.1	5
CCC1CCCCN1C(=O)c1sc2ncnc(N(CC)CC)c2c1C (stereo unspecified)	-1	2	9	7	·	4	0	4	-0.2	12
COc1ccccc1CN1CCN(Cc2nc(-c3cccs3)no2)CC1	-9	-9	23	7	·	-50	-4	0	1.4	21
O=C(Cc1ccccc1[N+](=O)[O-])Nc1ccc2c(c1)OCCO2	-33	3	24	-2	0	-100	3	-24	2.0	14
COCC1CCCN(Cc2cn(-c3ccccc3F)nc2-c2cc(C)sc2C)C1 (stereo unspecified)	14	0	18	10	1	-30	1	0	-0.4	16
CC1(C)OC(=O)C=C(CC2NS(=O)(=O)OC3CCCCC23)O1 (stereo unspecified)	-5	-2	15	-1	3	-5	-4	-3	-0.1	8
CC1CN(S(=O)(=O)c2ccc(F)cc2)CN1C(=O)N1CCOCC1 (stereo unspecified)	-19	0	16	-7	0	6	1	4	0.5	-3
COC(=O)Cc1cc(=O)n(-c2ccccc2)[nH]1	-24	-2	7	2	-3	31	1	-1	-0.1	-15
CCN(CC)S(=O)(=O)c1ccc(OC)c(NC(=O)Cc2cccs2)c1	-11	3	10	1	5	3	3	2	0.0	36
CC(C)(C)n1nc2c(c1NC(=O)c1cc3ccccc3o1)CS(=O)(=O)C2	-29	-6	14	-1	5	-7	-1	1	-0.7	-6
COc1cccc(-c2noc(C3CCCN(C(=O)CC(C)(C)C)C3)n2)c1 (stereo unspecified)	-46	7	18	14	1	-127	2	0	2.7	19
CCC(=O)c1cn(CC(=O)Nc2cccc(C)c2C)c2ccccc12	-21	4	-2	-7	1	13	-2	2	-0.3	-4
COc1ccc(CCN(C)C(=O)c2ccc(OCC(=O)N3CCOCC3)c(OC)c2)cc1OC	-8	2	24	-9	1	7	2	2	-0.6	3
O=C(O)CN1C(=O)C2C3C=CC(C3)C2C1=O (stereo unspecified)	-6	-7	13	3	-2	16	-4	-3	0.0	7
CC1CCC(NC(=O)c2ccc(NC(=O)CC3SC(N4CCCC4)=NC3=O)cc2)CC1 (stereo unspecified)	·	·	29	3	-1	-129	·	-10	1.4	2
COCCNS(=O)(=O)c1cc(OC)c(C)cc1C	-23	-4	9	-4	-1	0	-2	-1	-0.5	2

A run of entries of the results above, as a working copy:
SMILES	KLF5 inh	IEC-6 cytotox	AI-2 QS mod	HSF1 inhib	GSK3 alpha inh	aSyn UTR inh	HSP90 inh	GSK3B inh	HIF act	HSF1 activator
Cc1oc(-c2nc3ccccc3n2C)cc1C(=O)c1ccccc1	-93	5	57	-3	5	51	17*	-4	0.1	5
CCC1CCCCN1C(=O)c1sc2ncnc(N(CC)CC)c2c1C (stereo unspecified)	-1	2	9	7	·	4	0	4	-0.2	12
COc1ccccc1CN1CCN(Cc2nc(-c3cccs3)no2)CC1	-9	-9	23	7	·	-50	-4	0	1.4	21
